LYPLA1 counter: LYPLA1 inhibitors, primary screen, counter-screen for PME1 inhibitor project, biochemical, fluorescence polarization, FP-Rh probe ABPP; Acyl-protein thioesterase 1 (Homo sapiens), O75608; recombinant LYPLA1; inhibition, % at 5.9 µM; hit rate 0.16% among 320,000; AID 2174, 2009;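 active means inhibition above the mean of all tested compounds plus 3 SD, set per campaign, cut at about 14% in these data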;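 further: inhibitors block serine hydrolase probe labeling of LYPLA1 so polarization falls; 0% = enzyme with DMSO and 100% = wells lacking LYPLA1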
PAD4 FP inh: human PAD4 inhibitors, primary screen, biochemical, fluorescence polarization, 1536-well format. Protein-arginine deiminase type-4 (Homo sapiens), Q9UM07. recombinant PAD4, RCA probe fluorescence polarization. inhibition, % at 6.36 µM. hit rate 0.41% among 330,000. AID 485272, 2010;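 active means percent inhibition above a cutoff equal to the mean of all tested compounds plus 3 SD, cut at about 15% in these data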;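 further: 0% = PAD4 with RCA probe and DMSO and 100% = probe without PAD4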
PME-1 inh: PME-1 inhibitors via competitive probe labeling, primary screen, biochemical, fluorescence polarization, FP-Rh probe, HTS; Protein phosphatase methylesterase 1 (Homo sapiens), Q9Y570; recombinant PME-1; inhibition, % at 5.9 µM; hit rate 0.53% among 320,000; AID 2130, 2009;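 active means inhibition above the campaign mean of all compounds plus 3 SD, cut at about 26% in these data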;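 further: competitive labeling of PME-1 active site by serine hydrolase directed probe; 0% = PME-1 with DMSO and 100% = wells lacking PME-1 enzyme; inhibitors block probe labeling so polarization falls and inhibition rises; many of its hits are not listed in these tables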
PAFAH1B2 inh: PAFAH1B2 enzyme inhibitors, primary screen, biochemical, fluorescence polarization, human; hit rate 1.2% among 340,000; inhibition, % at 3.39 µM; recombinant PAFAH1B2, FP-rhodamine activity probe;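 active means inhibition above the mean of all tested compounds plus 3 SD, cut at about 24% in these data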;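 further: 0% = enzyme with DMSO and 100% = wells lacking PAFAH1B2; many of its hits are not listed in these tables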
Target sequence (P68402 whole entry, looked up): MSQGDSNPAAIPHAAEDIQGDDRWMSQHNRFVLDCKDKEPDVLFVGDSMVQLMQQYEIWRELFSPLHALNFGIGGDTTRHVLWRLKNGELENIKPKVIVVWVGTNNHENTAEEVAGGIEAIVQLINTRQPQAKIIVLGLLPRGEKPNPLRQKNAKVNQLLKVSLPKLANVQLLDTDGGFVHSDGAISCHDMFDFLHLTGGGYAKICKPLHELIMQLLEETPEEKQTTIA
pPAFAH inh: pPAFAH enzyme inhibitors, primary screen, biochemical, fluorescence polarization, human | hit rate 1.5% among 330,000 | recombinant pPAFAH, FP-rhodamine probe fluorescence polarization | Platelet-activating factor acetylhydrolase (Homo sapiens), Q13093 | inhibition, % at 3.39 µM | AID 463082, 2010;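 active means inhibition above the mean inhibition across the screen plus 3 SD, cut at about 25% in these data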;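 further: inhibitors block binding of the rhodamine activity-based probe so polarization drops; 0% = enzyme with DMSO and 100% = wells lacking pPAFAH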
Target sequence (Q13093 whole entry, looked up): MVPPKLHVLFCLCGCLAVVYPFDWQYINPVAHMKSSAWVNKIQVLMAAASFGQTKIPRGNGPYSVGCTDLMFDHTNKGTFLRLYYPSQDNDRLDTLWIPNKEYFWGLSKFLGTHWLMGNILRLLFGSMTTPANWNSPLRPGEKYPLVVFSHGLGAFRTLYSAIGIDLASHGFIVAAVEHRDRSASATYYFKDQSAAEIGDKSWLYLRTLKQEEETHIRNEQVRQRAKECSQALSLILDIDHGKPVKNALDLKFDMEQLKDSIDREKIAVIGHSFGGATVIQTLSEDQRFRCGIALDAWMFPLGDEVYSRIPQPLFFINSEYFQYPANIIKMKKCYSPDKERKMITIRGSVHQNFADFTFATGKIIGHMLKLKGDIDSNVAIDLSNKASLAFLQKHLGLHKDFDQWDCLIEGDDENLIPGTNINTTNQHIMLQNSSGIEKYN
GSTO1 counter: inhibitors of recombinant GSTO1, primary screen, counter-screen for RBBP9 inhibitor project, biochemical, fluorescence polarization | inhibition, % at 5.96 µM | hit rate 1.1% among 300,000 | activity-based probe fluorescence polarization | Glutathione S-transferase omega-1 (Homo sapiens), P78417;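 active means inhibition above the campaign mean inhibition plus 3 SD, cut at about 35% in these data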;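 further: 0% = GSTO1-1 with DMSO and 100% = wells lacking GSTO1-1 enzyme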
Fam108B counter: mouse Fam108B serine hydrolase inhibitors, primary screen, counter-screen for RBBP9 inhibitor project, biochemical, fluorescence polarization; recombinant Fam108B, FP-Rh probe fluorescence polarization; hit rate 0.33% among 300,000; inhibition, % at 9.51 µM;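 active means inhibition above the screen mean inhibition plus 3 SD, computed separately per campaign, cut at about 18% in these data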;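 further: inhibitors lower polarization as less probe binds the enzyme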
PAFAH2 inh: PAFAH2 enzyme inhibitors, primary screen, biochemical, fluorescence polarization, human; hit rate 0.99% among 340,000; Platelet-activating factor acetylhydrolase 2, cytoplasmic (Homo sapiens), Q99487; recombinant PAFAH2, FP-rhodamine activity probe; inhibition, % at 3.39 µM;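 active means inhibition above the mean over all tested compounds plus 3 SD, cut at about 30% in these data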;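 further: inhibitors block probe labeling of enzyme so polarization drops; 0% = enzyme with DMSO and 100% = wells lacking PAFAH2 protein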
PAFAH1B3 FP inh: PAFAH1B3 enzyme inhibitors, primary screen, biochemical, fluorescence polarization, human; Platelet-activating factor acetylhydrolase IB subunit alpha1 (Homo sapiens), Q15102; recombinant PAFAH1B3, FP-rhodamine probe; inhibition, % at 3.39 µM; hit rate 0.28% among 340,000;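 active means inhibition above the screen-wide average of all tested compounds plus 3 SD, cut at about 25% in these data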;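 further: 0% = enzyme with DMSO only and 100% = wells lacking PAFAH1B3 protein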
Target sequence (Q15102 whole entry, looked up): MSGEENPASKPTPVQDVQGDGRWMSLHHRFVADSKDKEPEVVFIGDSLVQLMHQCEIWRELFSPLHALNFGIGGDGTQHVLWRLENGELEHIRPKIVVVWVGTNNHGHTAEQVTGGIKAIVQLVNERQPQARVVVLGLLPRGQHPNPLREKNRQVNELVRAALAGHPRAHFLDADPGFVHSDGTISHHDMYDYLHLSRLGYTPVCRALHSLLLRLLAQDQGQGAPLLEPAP
* marks the source's active call; other numbers are inactive results; . = no result given. These rows are one share of the data (hit frequency here may not be typical).

Each structure is followed by: LYPLA1 counter, PAD4 FP inh, PME-1 inh, PAFAH1B2 inh, pPAFAH inh, GSTO1 counter, Fam108B counter, PAFAH2 inh, PAFAH1B3 FP inh
1) Cc1nnc(NC(=O)C2CC(=O)N(c3ccccc3)C2)s1 (centres undefined)
    -8, 1, -3, 3, -8, 9, 2, -3, 7
2) N#CC(c1nc2ccccc2nc1N1CCCC1)S(=O)(=O)c1cccs1 (centres undefined)
    -3, -7, 10, 7, 18, 17, 3, 10, 6
3) CCOC(=O)c1ccc(N2C(=O)CC(SCC(=O)Nc3ccc(S(N)(=O)=O)cc3)C2=O)cc1 (centres undefined)
    3, 1, 3, 1, 4, 2, 0, 8, -7
4) CN(C)CCNC(C(=O)Nc1cccc(S(=O)(=O)N2CCOCC2)c1)c1ccccc1 (centres undefined)
    -4, -4, 8, 5, 3, ., ., -2, 7
5) COc1ccc(-c2cc3nnc(-c4ccccc4)nc3s2)cc1
    -2, 1, 2, -2, 0, 3, -1, 7, 9
6) Cc1nn(-c2ccccc2)c(C)c1/C=N/NC(=O)c1cc(O)cc(O)c1
    -5, -2, -40, 5, 0, -2, -2, 3, 2
7) COc1ccc(CN2C(=O)c3cccnc3C2=O)cc1S(=O)(=O)N1CCOc2ccccc21
    4, -4, -1, 3, 1, 2, 2, 4, 1
8) COc1ccc(S(=O)(=O)N2CCCCCC2)cc1C(=O)N(CC(C)C)C1CCS(=O)(=O)C1 (centres undefined)
    -1, 1, 1, 8, 3, 2, -2, 8, 3
9) Oc1cccc2ccc(/C=C/c3c(F)cccc3Cl)nc12
    -6, -4, -2, 3, 3, 15, -3, 10, 10
10) COC(=O)[C@]1(Cc2ccccc2)N[C@H](c2ccc(-c3cccc(Cl)c3)cc2)[C@@H]2C(=O)N(C)C(=O)[C@@H]21
    -3, -3, -7, 1, 7, -4, -4, 8, -3
11) Cc1ccsc1/C=N/N1CCOCC1
    4, -4, -1, 7, 0, 11, -2, 0, 9
12) Cc1ccc(S(=O)(=O)Nc2nc3ccccc3s2)cc1[N+](=O)[O-]
    1, -4, 3, 1, 8, 1, 2, 14, -3
13) CNC(=O)CC12CC3CC(CC(C3)C1)C2
    1, -4, 1, 6, 8, 9, 0, -2, -5
14) COC(=O)c1nnn(CC(=O)NC(=O)Nc2cccc(C)c2C)c1C(=O)OC
    1, 1, -5, -5, 0, 6, 3, -3, 13
15) COc1ccc(/C=N/N2CCN(c3ccccc3)CC2)cc1Br
    3, -1, 2, 3, 4, 7, 2, 5, 11
16) COc1ccc(-c2n[nH]c(=S)n2Cc2ccccc2)cc1
    -1, 0, -1, -1, 3, 3, 0, 2, 1
17) O=C(OCc1ccc(Cl)cc1)c1cnccn1
    0, 5, -2, 8, -4, 4, -2, 4, 7
18) CCCc1nc2ccccc2c(=O)n1/N=C/c1ccc(O)cc1O
    -1, -3, 1, 6, 5, 9, 0, 2, 8
19) Cn1cnc(C(=O)NC2CCN(C(=O)OC(C)(C)C)CC2)c1C(=O)NC1CCN(C(=O)OC(C)(C)C)CC1
    ., -10, ., 4, -5, ., ., 3, 12
20) N#Cc1ccc(COC(=O)c2cc(=O)c3ccccc3o2)cc1
    -1, 0, -2, 7, -5, -2, 0, -2, 8
21) CCOc1ccc(CNc2nc3ccccc3n2C)cc1
    1, -2, -4, 6, -1, -5, -1, -8, 2
22) CC(C)N(C(=O)Cn1cc(S(=O)(=O)CC(=O)NC2CCCCC2)c2ccccc21)C(C)C
    -3, 1, 4, 1, 2, -5, -4, 2, 0
23) CCCC(=O)Nc1cccc(Oc2ccc3c(c2)C(=O)NC3=O)c1
    -4, -5, -8, 7, -10, 7, -3, 5, 6
24) COc1cc(/C=C2/NC(=O)N(Cc3ccccc3F)C2=O)ccc1Oc1ccc([N+](=O)[O-])cn1
    -2, 2, 8, 1, 4, 0, -7, -8, 3
25) CCS(=O)(=O)N1Cc2ccccc2CC1C(=O)OCC(=O)Nc1ccc(C)cc1 (centres undefined)
    -2, -5, -3, 2, 4, 5, -3, 16, 5
26) Cc1cc(NC(=O)CSc2nnc(-c3ccco3)n2CC2CCCO2)no1 (centres undefined)
    0, -3, 0, 3, -2, 3, 1, 1, -2
27) COc1cccc(OC)c1C(=O)NCCN1CCN(C(=O)c2c(OC)cccc2OC)CC1
    -2, 4, 0, 6, 5, -5, -2, -1, 2
28) CC(=O)c1ccc(Nc2cc(C)nc3c(C)cccc23)cc1
    -4, -4, -1, -1, 1, -2, -2, 1, 4
29) O=C(CNC(=O)N1CC(=O)Nc2ccccc21)Nc1nccs1
    -1, 0, -5, 0, 3, 3, -3, 0, 8
30) CCN1C(=O)N[C@@H](CCc2ccccc2)[C@@H](C(=O)OC)[C@H]1C
    -3, -1, 1, 1, -1, 4, -3, -1, 7

Quoted from the listing.
cpd 23 | PAFAH1B2 inh: 7
cpd 9 | pPAFAH inh: 3

Returning to the listing, repeating the 3 entries before the break.
Each structure is followed by: LYPLA1 counter, PAD4 FP inh, PME-1 inh, PAFAH1B2 inh, pPAFAH inh, GSTO1 counter, Fam108B counter, PAFAH2 inh, PAFAH1B3 FP inh
28) CC(=O)c1ccc(Nc2cc(C)nc3c(C)cccc23)cc1
    -4, -4, -1, -1, 1, -2, -2, 1, 4
29) O=C(CNC(=O)N1CC(=O)Nc2ccccc21)Nc1nccs1
    -1, 0, -5, 0, 3, 3, -3, 0, 8
30) CCN1C(=O)N[C@@H](CCc2ccccc2)[C@@H](C(=O)OC)[C@H]1C
    -3, -1, 1, 1, -1, 4, -3, -1, 7
31) O=C(/C=C/c1ccco1)NC(=S)Nc1nc(-c2ccc3ccccc3c2)cs1
    -3, -2, -11, -11, 5, 0, -15, -11, -15
32) CCn1cc(C(=O)N2CC(C)CC(C)C2)c(=O)c2cc(S(=O)(=O)N3CCOCC3)ccc21 (centres undefined)
    2, -1, -2, 3, 2, 1, 2, 5, 8
33) C/C(=N\NC(=O)c1ccccc1O)c1ccc(NC(=O)Cc2ccccc2)cc1
    -3, 0, -4, 3, 0, -7, 4, 15, -3
34) CCC(=O)Nc1ccc(NC(=S)Nc2ccccc2)cc1
    0, 0, 1, -2, 1, 13, -4, 4, 13
35) CC(=O)c1c(C)oc2ccc(N(C(C)=O)S(=O)(=O)c3cccc([N+](=O)[O-])c3)cc12
    2, 1, 3, 0, 4, -1, 0, 0, 8
36) CCCn1c(=O)c2[nH]c(-c3ccc(OCC(=O)Nc4ccc(C#N)cc4)cc3)nc2n(CCC)c1=O
    2, 6, -3, -9, 1, 6, -3, -17, -2
37) O=C(Nc1ccc(O)cc1)c1ccc2c(c1)C(=O)N(Cc1ccccc1)C2=O
    -1, 0, 5, 1, 8, 4, 2, 6, 4
38) COc1ccc(C(CNC(=O)c2cccnc2SC)N2CCOCC2)cc1 (centres undefined)
    -2, 2, 4, -8, 2, 3, -1, 5, 11
39) CCCCN(C(=O)c1ccc(Cl)c(S(=O)(=O)N2CCOCC2)c1)c1c(N)n(CCC)c(=O)[nH]c1=O
    5, 2, -6, 5, 2, 6, 2, 1, 0
40) CC(NS(C)(=O)=O)C(c1cccs1)N1CCN(c2ccccc2)CC1 (centres undefined)
    -2, 0, 5, -2, 10, 8, 2, -2, 5
41) CC1(C)C2CC=C(/C=N/NC(=O)C3CC3)C1C2 (centres undefined)
    1, -1, -2, 5, 2, 12, 0, -3, 3
42) O=C(NCc1ccncc1)C(=O)NCC(c1ccco1)N1CCN(c2ccccc2)CC1 (centres undefined)
    5, -5, -1, 3, 9, 6, 2, 4, 10
43) COc1cc(S(=O)(=O)N(Cc2ccccn2)Cc2ccco2)ccc1-n1cnnn1
    3, 0, 7, 5, 3, 6, 0, 5, 10
44) Cc1ccc(-n2cccn2)c([C@@H]2C[C@H]3CN(C)C(=O)[C@]34CCCN24)c1
    -4, -2, -2, -4, 1, 8, 0, 0, 4
45) O=[N+]([O-])c1ccc(N2CCN(C(=S)Nc3cccc(F)c3)CC2)cc1
    -2, 1, 0, 2, 3, 1, -5, 9, -1
46) COc1ccc(Cl)cc1C(=O)NN=C1CCCC1
    -2, 3, 0, -1, 3, -3, -4, 4, -2
47) Cc1ccc(S(=O)(=O)Nc2ccc3c(c2)nc(CCN2CCCC2)n3C)cc1
    -5, 0, -3, 6, 0, 1, -2, 0, -3
48) CCOC(=O)NC(=S)Nc1cccc(NC(=S)NC(=O)OCC)c1
    -1, -1, -5, 0, 0, -4, -1, 2, -2
49) O=C(NNC(=O)c1cccs1)c1ccc(Cl)c(S(=O)(=O)N2CCCC2)c1
    ., 0, ., -1, -1, ., ., -1, 8
50) CCCC(CCC)C(=O)Nc1c[nH]c(=O)[nH]c1=O
    -2, 2, -7, 3, 8, 1, -3, 6, 1
51) CCNC(=O)/C(=C\c1ccc2c(c1)OCO2)NC(=O)c1ccc(Br)cc1
    2, -3, 5, 6, 4, 5, 3, 7, 4
52) CCS(=O)(=O)N1CCC(C(=O)NCc2cc(OC)ccc2OC)CC1
    -1, -5, 0, 4, -2, -4, 7, 3, 1
53) Cc1cc(C(=O)CN2C(=O)C3CC=CCC3C2=O)c(C)n1-c1ccccc1 (centres undefined)
    -1, 2, 1, 10, 16, 13, 3, -1, 8
54) Cc1nn(Cc2ccc(Cl)cc2)c(C)c1N
    -2, 2, -3, 1, -8, -9, -3, 11, 6
55) Cc1ccc(Cn2c(SCC(=O)NCC3CCCO3)nc3c2c(=O)n(C)c(=O)n3C)cc1 (centres undefined)
    -1, -3, -1, 1, 7, 7, -1, 0, -1
56) C=CCc1c(C)nc2c(OC)cccc2c1Cl
    1, 3, -1, 5, 4, 0, 1, -3, 2
